Screening data deposited in PubChem by several laboratories.
MT1-MMP txn act = activates MT1-MMP transcription. HT1080 MT1-MMP promoter luciferase reporter, luminescence, overnight; active compounds read high. activation factor at 10 µM. actives 0.16% (n = 86,000);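 active means activation factor of at least 2 for MT1-MMP transcription at 10 µM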
E coli WT exp = E. coli BW25113 growth inhibition, expanded screen. OD600 absorbance. growth inhibition, % at 100 µM. actives 0.15% (n = 98,000). AID 710;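 active means growth inhibition above about 50% at one test dose, limit read from the data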;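 further: growth measured after 20 h incubation at 37 °C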
ERb SRC1 inh = ER-beta (human) coactivator binding inhibition; inhibition, % at 25.6 µM; actives 1.3% (n = 86,000); TR-FRET ER-beta LBD / SRC1-Cy5 peptide binding; receptor agonist-loaded with 1 µM estradiol; Q92731; AID 633;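 active means compounds whose percent inhibition of the receptor-coactivator binding signal exceeds about 50% in the single-dose screen, limit read from the data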;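 further: 0% = receptor plus peptide wells without compound and 100% = peptide-only wells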
PLAP activator = human PLAP activation. P05187. purified PLAP enzyme, luminescent substrate read-out; active compounds read high. activation fold at 20 µM. actives 1.2% (n = 96,000); in the data active means activation fold above about 2
ERa SRC1 inh = blocks coactivator binding to human estrogen receptor alpha; inhibition, % at 25.6 µM; TR-FRET ER-alpha LBD / SRC-1 peptide, estradiol-bound; actives 1.7% (n = 86,000); in the data active means inhibition above about 50%;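 further: 0% = receptor plus peptide control and 100% = peptide only without receptor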
FAK blocker = inhibitors of human focal adhesion kinase; biochemical FAK kinase activity assay; actives 0.84% (n = 97,000); AID 727; inhibition, %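 (tested at 7 µM)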; Q05397; in the data active means inhibition above about 19%;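 further: 0% = DMSO and 100% = reference compound high control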
Target sequence (Q05397 whole entry, looked up): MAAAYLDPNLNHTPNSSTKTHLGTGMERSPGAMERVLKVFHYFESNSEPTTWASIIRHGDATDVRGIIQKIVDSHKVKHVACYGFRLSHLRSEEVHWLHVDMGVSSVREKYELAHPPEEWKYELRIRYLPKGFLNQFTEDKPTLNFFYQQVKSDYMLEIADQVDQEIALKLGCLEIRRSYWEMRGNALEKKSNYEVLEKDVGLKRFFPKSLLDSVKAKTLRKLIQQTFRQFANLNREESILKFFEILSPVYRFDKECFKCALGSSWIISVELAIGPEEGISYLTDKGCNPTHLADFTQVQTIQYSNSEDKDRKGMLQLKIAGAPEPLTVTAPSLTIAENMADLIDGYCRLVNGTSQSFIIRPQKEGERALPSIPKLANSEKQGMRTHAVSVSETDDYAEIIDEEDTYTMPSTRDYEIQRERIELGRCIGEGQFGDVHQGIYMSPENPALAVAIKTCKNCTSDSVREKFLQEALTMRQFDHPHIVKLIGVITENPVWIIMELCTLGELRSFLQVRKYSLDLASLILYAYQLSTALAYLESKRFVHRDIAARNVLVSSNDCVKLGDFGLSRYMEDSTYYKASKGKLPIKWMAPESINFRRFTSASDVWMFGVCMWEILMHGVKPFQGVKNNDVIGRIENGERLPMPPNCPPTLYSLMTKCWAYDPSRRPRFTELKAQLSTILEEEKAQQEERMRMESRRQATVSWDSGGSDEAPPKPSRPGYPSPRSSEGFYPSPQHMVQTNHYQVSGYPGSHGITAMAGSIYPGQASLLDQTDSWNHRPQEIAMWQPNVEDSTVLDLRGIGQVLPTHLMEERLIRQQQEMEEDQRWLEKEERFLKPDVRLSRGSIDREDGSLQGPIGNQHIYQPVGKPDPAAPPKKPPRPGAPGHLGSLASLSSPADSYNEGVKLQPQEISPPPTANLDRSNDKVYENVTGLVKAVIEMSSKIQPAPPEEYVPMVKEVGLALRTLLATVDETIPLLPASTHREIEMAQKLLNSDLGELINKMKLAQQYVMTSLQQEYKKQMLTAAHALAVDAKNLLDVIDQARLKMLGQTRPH
Mac1 fbg enh = enhancers of human CD11b/CD18 binding to fibrinogen; P05107+P11215; K562 CD11b/CD18 adhesion to fibrinogen, ATPlite luminescence; activation, % at 10 µM; actives 0.07% (n = 93,000); AID 1499;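 active means 10 µM primary screen giving 50% or more activity, confirmed by 40% or more on retest at that dose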; further: strong numbers were not always called active; reference of the scale not given here
ERa SRC1 pot = enhances coactivator binding to human estrogen receptor alpha. P03372. TR-FRET ERalpha-LBD/SRC-Cy5 coactivator binding, 2 h; 100 = basal binding, no effect. coactivator binding (% of control), % at 25.6 µM. actives 1.3% (n = 86,000); in the data active means activity above about 200%;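 further: binding measured in presence of low estradiol as agonist stimulus; 0% = peptide alone without receptor and 100% = receptor with peptide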
Mac1 fbg inh = CD11b/CD18-fibrinogen binding inhibition. K562 CD11b/CD18 adhesion to fibrinogen, ATPlite luminescence; Mn2+ added to activate the integrin. inhibition, % at 10 µM. actives 0.54% (n = 93,000). AID 1497;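 active means primary inhibition of 50% or more at 10 µM, then 40% or more on retest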; further: some results filed as inactive read as strong as hits
Starred values were filed as active, the others as inactive; x = no result given; [ ] = another dose, or the depositor's remark.

SMILES	MT1-MMP txn act	E coli WT exp	ERb SRC1 inh	PLAP activator	ERa SRC1 inh	FAK blocker	Mac1 fbg enh	ERa SRC1 pot	Mac1 fbg inh
CCOC(=O)c1sc2nccc(N(C)C)c2c1N=CNOCc1ccccc1	1.4	-19.0	-3.0	1.6	5.7	1.3	13.3	113.5	-21.5
Cc1cccc(/C=C2/C(=O)/C(=C/c3ccccc3C)C3CCC2N3C)c1 (stereo unspecified)	x	-7.0	x	0.9	x	2.6	0.1	x	2.5
O=[N+]([O-])c1ccccc1/C=C/CN1CCCCC1	x	1.0	x	0.9	x	1.5	1.5	x	9.7
O=C(CSc1nccc(-c2ccc(Br)cc2)n1)NCCc1ccccc1	x	-3.0	x	0.9	x	0.8	-3.2	x	-5.4
CCCn1c(SCC(=O)NC23CC4CC(CC(C4)C2)C3)n[nH]c1=O	1.1	-6.0	17.2	1.1	17.2	3.3	-2.2	82.4	-25.7
O=C(O)c1cccc(CN2C(=O)SC(Nc3ccccc3)C2=O)c1 (stereo unspecified)	1.1	-5.0	-12.6	0.9	-1.9	x	5.2	102.2	-12.2
Cc1sc2nc(SCc3ccccc3)n(Cc3ccco3)c(=O)c2c1C	1.2	-24.0	-21.8	0.9	-10.9	-1.7	1.1	100.7	7.2
COc1ccc(C2=C(C)CC(C)(C)NC2=O)cc1OC	1.2	7.0	-4.8	1.1	-7.9	1.7	-1.3	111.6	-7.2
CCCCN(CCCC)c1cc(C)nc(-c2ccccc2O)n1	1.1	4.0	-6.6	1	-11.9	-1.0	-1.6	93.8	8.0
CS(=O)(=O)NCCOc1ccc(S(=O)(=O)N2CCCc3ccccc32)cc1	0.8	0.0	12.7[fluorescence artefact?]	1.7	1.5[fluorescence artefact?]	-0.5	1.7	117.1	-7.0
CC(=O)c1ccc(NC(=O)CCSCCC(=O)Nc2ccc(C(C)=O)cc2)cc1	x	-2.0	3.3	0.9	-6.4	-1.3	1.7	121.2	0.5
Clc1ccc(-c2nc(-c3ccccn3)no2)cc1Cl	0.5	-2.0	17.3[fluorescence artefact?]	1.1	26.9[fluorescence artefact?]	6.7	-2.7	264.7*	48.3
C=CCn1c(SCC(=O)Nc2nnc(CC)s2)nnc1-c1ccco1	1.1	4.0	16.5	1.3	10.1	x	-1.0	103.9	-8.5
Cc1oc2c(c1C(=O)Nc1ccc(C(=O)O)cc1)CCCC2	1.3	-8.0	-4.4	1.2	-2.0	-2.3	-4.3	92.3	8.1
O=C(NC1CCCc2ccccc21)c1cccnc1 (stereo unspecified)	1	0.0	0.3	0.9	0.0	x	-4.1	82.0	3.1
COc1cc(CO)ccc1Oc1nnnn1-c1ccc(C(N)=O)cc1	1.2	5.0	-4.9	1.1	-2.2	-0.2	-4.4	100.7[fluorescence artefact?]	-16.3
Cc1nn(C)c(C)c1S(=O)(=O)N(CC(=O)Nc1ccccn1)c1ccc(C(C)C)cc1	1.1	-2.0	-0.3	x	-3.0	x	x	102.1[fluorescence artefact?]	x
O=C(CN1C(=O)C2C3C=CC(C3)C2C1=O)NC1CCCc2ccccc21 (stereo unspecified)	1.1	-4.0	x	1	x	9.0	-0.1	x	-9.0
O=C(C(Cc1ccc(Cl)cc1)NS(=O)(=O)c1ccccc1)N1CC[C@@]2(O)CCCC[C@H]2C1 (stereo partly specified)	1.1	5.0	-1.0	1.2	-4.5	-1.0	x	97.7	x
Cc1ccc2cc(C(c3nnnn3C(C)(C)C)N3CCCCCC3)c(=O)[nH]c2c1 (stereo unspecified)	1.1	-6.0	9.1	1.6	8.5	7.2	-2.8	110.5	-15.9

Given with two lines to a compound: 6 of the compounds above.
The line under a structure holds: MT1-MMP txn act | E coli WT exp | ERb SRC1 inh | PLAP activator | ERa SRC1 inh | FAK blocker | Mac1 fbg enh | ERa SRC1 pot | Mac1 fbg inh
> C=CCn1c(SCC(=O)Nc2nnc(CC)s2)nnc1-c1ccco1
    1.1 | 4.0 | 16.5 | 1.3 | 10.1 | x | -1.0 | 103.9 | -8.5
> Cc1oc2c(c1C(=O)Nc1ccc(C(=O)O)cc1)CCCC2
    1.3 | -8.0 | -4.4 | 1.2 | -2.0 | -2.3 | -4.3 | 92.3 | 8.1
> O=C(NC1CCCc2ccccc21)c1cccnc1 (stereo unspecified)
    1 | 0.0 | 0.3 | 0.9 | 0.0 | x | -4.1 | 82.0 | 3.1
> COc1cc(CO)ccc1Oc1nnnn1-c1ccc(C(N)=O)cc1
    1.2 | 5.0 | -4.9 | 1.1 | -2.2 | -0.2 | -4.4 | 100.7[fluorescence artefact?] | -16.3
> Cc1nn(C)c(C)c1S(=O)(=O)N(CC(=O)Nc1ccccn1)c1ccc(C(C)C)cc1
    1.1 | -2.0 | -0.3 | x | -3.0 | x | x | 102.1[fluorescence artefact?] | x
> O=C(CN1C(=O)C2C3C=CC(C3)C2C1=O)NC1CCCc2ccccc21 (stereo unspecified)
    1.1 | -4.0 | x | 1 | x | 9.0 | -0.1 | x | -9.0

(listing goes on)
SMILES	MT1-MMP txn act	E coli WT exp	ERb SRC1 inh	PLAP activator	ERa SRC1 inh	FAK blocker	Mac1 fbg enh	ERa SRC1 pot	Mac1 fbg inh
O=C(CSc1ncn[nH]1)Nc1nc(-c2ccccc2)cs1	1.2	8.0	9.5	2.8*	10.5	-0.2	-0.3	83.0	11.2
OC(CNCC1CCCO1)Cn1c2ccc(Br)cc2c2cc(Br)ccc21 (stereo unspecified)	1.3	x	6.6[fluorescence artefact?]	x	29.1	2.0	x	177.1	x
COc1cc(NC(=O)c2cccs2)cc(OC)c1	1.2	8.0	-6.8	0.8	-10.9	2.6	1.1	112.7[fluorescence artefact?]	-2.3
O=[N+]([O-])c1cnccc1Nc1ccccc1	1	11.0	30.3[fluorescence artefact?]	0.9	8.1	1.3	2.9	75.5[fluorescence artefact?]	-8.7
CCc1cc(=O)oc2cc(OCC(=O)N(CC)CC)c(Cl)cc12	1	11.0	-2.9	1.1	-5.5	-1.7	4.4	100.3	-9.8
O=C(CCCN1C(=O)c2ccccc2C1=O)Nc1c2c(nc3c1CCC3)CCC2	1.2	0.0	-30.0	1	-22.3	-5.2	x	104.0	x
CC1(C)CC(=O)c2cc(OCC(=O)N3CCCCCC3)ccc2O1	1.4	6.0	23.3[fluorescence artefact?]	1.2	-6.6	3.0	-1.7	106.5	-3.9
O=C(O)/C=C\C(=O)Nc1ccccc1C#Cc1ccc(Br)cc1	x	2.0	x	1.1	x	0.4	-6.3	x	3.9
COc1ccccc1N=c1scc(-c2ccc3c(c2)NC(=O)CO3)n1CC1CCCO1 (stereo unspecified)	1.1	10.0	11.3[fluorescence artefact?]	1.7	-0.1	x	-0.4	118.1	3.9
CCn1c2ccccc2c2cc(NC(=O)CCCN3C(=O)CCC3=O)ccc21	1.4	9.0	5.6[fluorescence artefact?]	1.6	-10.5[fluorescence artefact?]	2.1	-0.3	88.0	31.8
COc1ccc(S(=O)(=O)CCC(=O)N2c3ccccc3CC2C)cc1 (stereo unspecified)	1.3	-2.0	-3.5	1	-0.1	x	-2.5	110.5	-6.5
CCOC(=O)CSC1=C(C#N)C(c2ccc(C)cc2)C(C(=O)OC)C(=O)N1 (stereo unspecified)	1.2	-4.0	-4.6	1.2	-6.6[fluorescence artefact?]	-1.3	-1.8	114.2	3.4
Cn1c(C(=O)N2CCN(C3CCCCC3)CC2)cc2c(=O)n(C)c3ccccc3c21	1.2	-3.0	-12.9	1.7	-6.7	-4.3	-0.5	104.0	17.9
COc1cc2c(=O)nc3n(c2cc1OC)C(c1ccccc1)N=C(N)N3 (stereo unspecified)	1	3.0	4.1[fluorescence artefact?]	0.9	2.3[fluorescence artefact?]	-1.2	-2.1	92.9	-12.2
O=S(=O)(Nc1ccc(S(=O)(=O)N2CCCCC2)cc1)c1cccs1	1.1	11.0	-7.8	1.2	-5.0	15.8	-0.1	105.1	8.4
Cn1c(CCN2CCCCC2)nc2cc(NC(=O)Nc3ccccc3)ccc21	1.2	4.0	-3.3	1.6	-4.5	1.0	0.8	111.8	11.1
Cc1cc(C)nc(N2CCC(C(=O)Nc3nnc(C)s3)CC2)n1	1.1	2.0	-1.6	0.9	10.6	-0.2	2.1	84.9	-0.8
CCN(CC)S(=O)(=O)c1ccc(C(=O)C(C#N)c2ccccn2)cc1 (stereo unspecified)	1	-3.0	-8.8	1.4	-0.5	5.5	0.4	114.6[fluorescence artefact?]	-9.6
Cn1c(=NC(=O)C2CC2)sc2cc(F)cc(F)c21	1.2	5.0	3.5	1	-0.6	3.3	-4.3	91.6	-1.2
Cn1ccnc1Sc1nc2ccccc2nc1NS(=O)(=O)c1ccccc1	1	6.0	5.3[fluorescence artefact?]	1.7	12.6	x	0.4	111.5	5.3
Cc1ccnc(NC(=O)CSc2cc(=O)n(C)c3ccccc23)c1	1.2	-11.0	6.2[fluorescence artefact?]	1.2	19.6	-9.2	-4.0	122.1	15.6
CCOC(=O)C1CCCN(C(=O)c2ccccc2SCCOC)C1 (stereo unspecified)	1.3	-1.0	-19.4[fluorescence artefact?]	1.4	-15.4	-3.3	-3.5	111.5	0.4
O=C(Cc1cc(=O)[nH]c(=O)[nH]1)N1CCN(C(=O)c2ccco2)CC1	1.1	4.0	4.7[fluorescence artefact?]	x	-1.6	x	x	120.2	x
COc1ccc(N2CCN(c3ncnc4c3nnn4Cc3ccccc3Cl)CC2)cc1	1.2	x	-0.8	x	-5.3	0.2	x	103.2	x
Cn1c(=O)c2c(ncn2CC(=O)N2CCN(c3ccc(F)cc3)CC2)n(C)c1=O	1.2	3.0	-3.9	1.2	1.3	1.6	-5.6	118.8	-12.3
CC1(C)CC(CCC(=O)Nc2ccccc2Cl)C(=O)O1 (stereo unspecified)	1	0.0	-22.9	1.2	-35.5	1.1	-3.9	111.3[fluorescence artefact?]	4.4
Cc1noc(/C=C/N(C)C)c1S(=O)(=O)N1CCCC(C(=O)Nc2ccc3c(c2)OCO3)C1 (stereo unspecified)	1	5.0	3.9	0.9	10.5	-0.8	-11.9	82.4	3.2
Cn1c(SCC(=O)c2ccccc2)nnc1-c1cnccn1	1.7	6.0	2.8	1	16.0	x	-5.6	90.5	-3.6
CSc1nnc(N(CCC#N)CCC#N)s1	1.1	9.0	1.0[fluorescence artefact?]	0.8	1.2[fluorescence artefact?]	-2.9	7.1	103.8	-4.1
COc1cc2c(=O)n(Cc3ccccc3)c(=O)n(CC(=O)C(C)(C)C)c2cc1OC	1.1	x	10.7[fluorescence artefact?]	x	25.8[fluorescence artefact?]	x	x	92.5[fluorescence artefact?]	x
COC(=O)c1ccccc1NC(=O)C1CCCN(S(=O)(=O)c2ccccc2)C1 (stereo unspecified)	1	-10.0	-2.8	0.8	6.2	-2.8	-0.4	97.4	10.2
CCC(=O)NC(Nc1cc(C)ccn1)(C(F)(F)F)C(F)(F)F	1.1	-7.0	-0.5	0.9	-5.5[fluorescence artefact?]	-1.2	-0.2	94.3	-16.5
COc1ccc(NC(=O)CN(c2ccc(C(C)C)cc2)S(=O)(=O)c2c(C)noc2C)cc1OC	1.2	-9.0	-11.5	0.8	-1.8	2.1	5.0	110.6	-12.9
CCOC(=O)C1=C(C)N(c2ccc(C)c(C)c2)C(=O)/C1=C\c1ccco1	x	-10.0	x	0.9	x	-1.9	-0.8	x	-7.2

Random draw from the library, and some 5.1% of all compounds hit somewhere here.
